Source: PubChem (several laboratories)
E coli WT exp = E. coli BW25113 growth inhibition, expanded screen. AID 710. growth inhibition, % at 100 µM. OD600 absorbance. 98,000 tested, 0.15% active;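 active = growth inhibition above about 50% at one test dose, limit read from the data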;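 also: growth measured after 20 h incubation at 37 °C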
CYP2C9 act = increases human cytochrome P450 2C9 activity; P11712; recombinant CYP2C9, luciferin-H conversion, luminescence; hits give high values; factor 1 = untreated enzyme, 0 = blocked; activation factor at 5 µM; 96,000 tested, 1.4% active; AID 1024;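 active = activation factor of 2 or more for CYP2C9 at a 5 µM dose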;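 also: 0 = sulfaphenazole-blocked wells and 1 = vehicle-only wells; values of inactives mirror those of a sister screen read the other way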
DAT uptake mod = modulates human dopamine transporter uptake under cocaine | B-score at 10 µM | 110,000 tested, 1.3% active | LLC-PK1 hDAT cells, [14C]-dopamine uptake with cocaine IC80; actives deviate in either direction | Q01959;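 active = Z score or B-score, a plate-position-corrected score, falls beyond the plate's 99.7% confidence bounds, in either direction; inactive = both scores lie inside the 99.7% bounds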;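 also: scored against the spread of the other compound wells on the same plate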
Pyk2 oligo antag = blocks oligomerization of human Pyk2 in cells; z-score (the deposit names both 25 µM and 10 µM); Q293 cells, Pyk2 FERM NanoBiT luminescence; hits give low values; Q14289; 99,000 tested, 0.83% active; AID 1347419;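 active = Z-score of -3 or lower, scaled per plate to the spread of control and sample wells; inactive = z-score above -3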;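 also: negative z-score means lost luminescence so less FERM oligomerization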
Target sequence (Q14289 whole entry, looked up): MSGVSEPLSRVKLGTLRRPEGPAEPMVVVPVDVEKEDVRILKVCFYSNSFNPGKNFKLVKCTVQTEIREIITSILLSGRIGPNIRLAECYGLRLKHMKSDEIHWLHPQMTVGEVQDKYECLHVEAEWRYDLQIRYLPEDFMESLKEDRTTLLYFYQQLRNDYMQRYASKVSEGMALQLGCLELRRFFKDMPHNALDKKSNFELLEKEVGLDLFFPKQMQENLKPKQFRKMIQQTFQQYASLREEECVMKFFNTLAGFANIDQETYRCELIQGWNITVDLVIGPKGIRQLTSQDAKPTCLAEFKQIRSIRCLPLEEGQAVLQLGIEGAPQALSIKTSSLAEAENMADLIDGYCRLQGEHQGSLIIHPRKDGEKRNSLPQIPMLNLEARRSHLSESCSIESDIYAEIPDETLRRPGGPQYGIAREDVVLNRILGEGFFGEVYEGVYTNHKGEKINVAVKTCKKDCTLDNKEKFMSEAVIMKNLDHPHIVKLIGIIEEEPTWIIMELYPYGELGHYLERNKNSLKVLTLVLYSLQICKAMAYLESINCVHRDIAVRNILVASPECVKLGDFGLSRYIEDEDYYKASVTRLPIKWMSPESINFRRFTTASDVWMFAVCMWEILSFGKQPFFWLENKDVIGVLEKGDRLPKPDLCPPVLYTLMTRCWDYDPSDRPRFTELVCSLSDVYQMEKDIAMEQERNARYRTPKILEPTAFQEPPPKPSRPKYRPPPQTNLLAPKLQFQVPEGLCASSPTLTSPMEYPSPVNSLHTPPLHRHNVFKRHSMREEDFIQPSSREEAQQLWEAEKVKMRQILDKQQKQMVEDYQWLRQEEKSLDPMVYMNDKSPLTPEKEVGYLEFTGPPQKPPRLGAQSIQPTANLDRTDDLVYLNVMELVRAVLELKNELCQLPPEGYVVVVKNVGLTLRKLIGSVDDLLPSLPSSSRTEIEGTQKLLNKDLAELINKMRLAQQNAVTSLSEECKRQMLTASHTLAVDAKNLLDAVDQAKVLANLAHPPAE
PTPN22 inh 2 = blocks human PTPN22 phosphatase activity. Q9Y2R2. inhibition, % at 2 µM. 96,000 tested, 0.21% active. recombinant LYP catalytic domain, DiFMUP fluorescence;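 active = inhibition at 2 µM at or above a set limit, the screen mean plus 3 SD, cut at about 24% in these data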;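 also: 0% = DMSO with enzyme and 100% = enzyme fully blocked by orthovanadate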
CYP2C9 inhib = human CYP2C9 inhibition; inhibition, % at 5 µM; AID 777; P11712; CYP2C9 Supersomes, luciferin-H conversion, luminescence; 96,000 tested, 20% active;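 active = blocking of liver enzyme CYP2C9 beyond about 50% at 5 µM, limit read from the data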; also: values of inactives mirror those of a sister screen read the other way
PTPN22 act = increases human PTPN22 phosphatase activity; Q9Y2R2; recombinant LYP, DiFMUP fluorescence; 0 = plate median, 100 = signal doubled; activation, % at 2 µM; 96,000 tested, 0.11% active; AID 697;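 active = activation at 2 µM above a set limit, the mean plus 5 SD, cut at about 37% in these data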
PostGolgi ctrl = inhibits growth of the yeast control strain; efflux-deficient yeast background strain, growth absorbance A615, 16 h; inhibition, % at 10 µM; AID 738; 98,000 tested, 5% active
PostGolgi yeast = growth inhibition of a yeast mutant, post-Golgi transport screen | post-Golgi transport phenotypic cell assay | AID 739 | inhibition, % at 10 µM | 98,000 tested, 0.9% active;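 also: yeast cells grown in 1536-well plates; yeast grown about 18 h at 30C before absorbance read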
* marks the source's active call; other numbers are inactive results; nt = no result given. Rule as the data show it, unless noted: active = inhibition above about 30%; inactive = the rest.

Molecule | DAT uptake mod | PTPN22 inh 2 | PostGolgi yeast | Pyk2 oligo antag | PTPN22 act | E coli WT exp | CYP2C9 act | PostGolgi ctrl | CYP2C9 inhib
Oc1cccc(/C=N/NP(=S)(c2ccccc2)c2ccccc2)c1 | -0.44 | 1 | -9 | 0.35 | -4 | 11 | 0 | 17 | 99*
O=C(Cc1ccccc1)N1CCN(CC2CC3C=CC2C3)CC1 (configuration not stated) | 0.45 | 13 | nt | 0.92 | -17 | nt | nt | nt | nt
O=C1c2ccccc2C(=O)N1Cc1nc2ccccc2c(=O)n1-c1ccccn1 | 0.27 | -1 | 3 | 0.53 | 0 | -6 | 0.7 | 13 | 26
C=CCN(c1ccc(C(=O)N(CC)CC)cc1)S(C)(=O)=O | -0.33 | -1 | nt | 0.44 | 2 | nt | nt | nt | nt
CC(=O)OC1N=C(c2ccccc2)c2cc(Br)ccc2NC1=O (configuration not stated) | -0.9 | -15 | -7 | 3.5 | 19 | 9 | 0.8 | -3 | 15
Cc1ccc(C2=NCC(=O)N(CC(=O)N3CCCCC3)c3sc(C)c(C)c32)cc1 | 0.75 | -9 | -2 | 0.21 | 13 | 2 | 0.8 | -3 | 22
CN(C)C(=O)Oc1ccc(C(=O)c2ccccc2)cc1 | 0.43 | -6 | nt | 0.05 | 5 | nt | nt | nt | nt
O=c1c2ccccc2nc(-c2ccco2)n1-c1ccccc1 | 1 | -15 | nt | -0.21 | 7 | nt | nt | nt | nt
CCC1CN(C)CCC1(OC(C)=O)c1ccccc1 (configuration not stated) | 0.08 | 8 | nt | 0.51 | -8 | nt | nt | nt | nt
O=C1NC(=S)NC(=O)C1C/C=C/c1ccccc1 | 0.79 | 6 | 2 | 0.06 | -6 | -9 | 1 | 4 | -1
Cc1cc(C(=O)N2CCC3(CC2)OCCO3)cs1 | 2 | 6 | -3 | 0.14 | -7 | -8 | 1.1 | -11 | -8
CCN(CC)CC(=O)Nc1ccc(Cl)cc1C(=O)c1ccccc1 | 0.27 | 0 | nt | -0.58 | 0 | nt | nt | nt | nt
C[N+]12CCC(CC1)C(C#N)(N1CCOCC1)C2 (configuration not stated) | 0.5 | -7 | -3 | 0.71 | 4 | -1 | 1 | 4 | 2
Cc1[nH]c2c(C(F)(F)F)cccc2c1CCN | 0.0016 | nt | 1 | -0.01 | nt | 17 | 1.1 | 30 | -14
O=C1OCCC1NC1=NCCC1 (configuration not stated) | -0.91 | 0 | -1 | 0.5 | -3 | 1 | 1 | 1 | 1
COc1cc(/C=C2\C(=O)NC(=O)N(c3ccccc3)C2=O)cc(OC)c1OC | 0.17 | 0 | -4 | -0.48 | -1 | 6 | 1.2 | 1 | -19
CCOC(=O)c1[nH]c(C)c(C(=O)N2CCC3(CC2)OCCO3)c1C | -0.28 | 2 | 7 | -0.34 | -4 | 7 | 0.9 | 14 | 13
CN=C(SCc1cc2c(cc1Cl)OCO2)c1c(O)n(C)c(=O)n(C)c1=O | -0.86 | -9 | -8 | -0.92 | 6 | -2 | 0.7 | 5 | 28
CC12CN3CCN(C1)CC(C)(C3)C2=NO | -0.47 | -3 | 4 | -0.04 | 6 | -10 | 1 | 3 | -4
O=C(c1cccs1)c1cn(Cc2ccccc2Cl)c2ccccc12 | 0.64 | 2 | 28 | -0.72 | -2 | -12 | 0.4 | 1 | 62*
CC1(C)CSC(Nc2ccc(F)c(Cl)c2)=N1 | -0.45 | nt | -2 | -0.19 | nt | 0 | 0.8 | -7 | 20
COC(=O)c1c(C)n(Cc2ccco2)c2ccc(O)cc12 | -1.4 | -13 | -3 | 0.15 | 11 | 3 | 1 | 2 | -4
CCCCOCCCn1c(N)c(C(=O)OC(C)COC)c2nc3ccccc3nc21 (configuration not stated) | -0.39 | nt | 5 | 0.24 | nt | -1 | nt | 18 | nt
Fc1ccc2c(c1)nnn2C1CCN(Cc2ccccc2)CC1 | 0.18 | 0 | 25 | 0.35 | -1 | 8 | 0.7 | -5 | 26
CCOc1cccc(OCC)c2c(C)[n+](CC3CCCO3)c(C)c1-2 (configuration not stated) | 0.58 | 11 | 15 | 0.1 | -15 | 7 | 0.7 | 2 | 28

Brought forward from above: six entries, followed by the next part.
Molecule | DAT uptake mod | PTPN22 inh 2 | PostGolgi yeast | Pyk2 oligo antag | PTPN22 act | E coli WT exp | CYP2C9 act | PostGolgi ctrl | CYP2C9 inhib
O=C(c1cccs1)c1cn(Cc2ccccc2Cl)c2ccccc12 | 0.64 | 2 | 28 | -0.72 | -2 | -12 | 0.4 | 1 | 62*
CC1(C)CSC(Nc2ccc(F)c(Cl)c2)=N1 | -0.45 | nt | -2 | -0.19 | nt | 0 | 0.8 | -7 | 20
COC(=O)c1c(C)n(Cc2ccco2)c2ccc(O)cc12 | -1.4 | -13 | -3 | 0.15 | 11 | 3 | 1 | 2 | -4
CCCCOCCCn1c(N)c(C(=O)OC(C)COC)c2nc3ccccc3nc21 (configuration not stated) | -0.39 | nt | 5 | 0.24 | nt | -1 | nt | 18 | nt
Fc1ccc2c(c1)nnn2C1CCN(Cc2ccccc2)CC1 | 0.18 | 0 | 25 | 0.35 | -1 | 8 | 0.7 | -5 | 26
CCOc1cccc(OCC)c2c(C)[n+](CC3CCCO3)c(C)c1-2 (configuration not stated) | 0.58 | 11 | 15 | 0.1 | -15 | 7 | 0.7 | 2 | 28
CCCOc1ccccc1C1SCC(=O)Nc2c1c(=O)[nH]n2C(C)CCC (configuration not stated) | 0.26 | nt | 2 | -2.6 | nt | 0 | 1 | 12 | -2
c1ccc(C2=NP(N3CCOCC3)(N3CCOCC3)=NC(N3CCOCC3)=N2)cc1 | -0.81 | 1 | -4 | nt | -4 | -1 | 1.1 | 19 | -14
Cc1c(C(=O)N2CCC3(CC2)OCCO3)oc2ccc(S(=O)(=O)N3CCOCC3)cc12 | 0.34 | 10 | -2 | -0.55 | -7 | 0 | 1.1 | -3 | -12
CC(=NCCC1=CCCCC1)c1c(O)n(C)c(=O)n(C)c1=O | -0.81 | -4 | 12 | -0.14 | 2 | 0 | 0.5 | 12 | 50*
O=C(Cn1cc(C(=O)c2ccccc2F)c2ccccc21)NCc1ccco1 | -0.44 | -2 | -4 | -3.2* | -1 | -3 | 0.7 | 3 | 26
CCn1c(O)c(C(c2ccccn2)c2c(O)n(CC)c(=S)[nH]c2=O)c(=O)[nH]c1=S | -0.23 | 6 | 4 | 0.67 | -4 | 0 | 0.9 | 3 | 9
CCN1c2nc3ccccn3c(=O)c2CC2(C(=O)N(C)C(=O)N(C)C2=O)C1C (configuration not stated) | -0.76 | 12 | nt | 1.2 | -9 | nt | nt | nt | nt
O=C(c1cc(S(=O)(=O)N2CCOCC2)ccc1F)N1CCC2(CC1)OCCO2 | -1.2 | nt | -8 | -0.33 | nt | -3 | 1 | 5 | 0
COc1ccc(C(=O)CN2CCOCC2)cc1F | -0.26 | -3 | -2 | -0.4 | 3 | -9 | 1.1 | -1 | -6
CN1CCN(CCC(=O)OC2CC3CCC(C2)N3C)CC1 (configuration not stated) | -0.36 | 1 | nt | 0.85 | 0 | nt | nt | nt | nt
C1=C(CCNCc2ccccc2)CCCC1 | -0.59 | -8 | -6 | 0.79 | 10 | 94* | 0.8 | 8 | 19
CCN(CC)CCCN=Cc1c(O)n(CCc2ccc(OC)c(OC)c2)c(=O)[nH]c1=O | 0.46 | -11 | -7 | -0.33 | 8 | 5 | 1 | -1 | 0
COC(=O)c1ccccc1-n1c(C)nc2ccccc2c1=O | 0.13 | -4 | 18 | 1.4 | 4 | -1 | nt | 2 | nt
CCOC(=O)c1c(-n2c(C)cc(/C=C3/C(=O)NC(=O)N(CC)C3=O)c2C)sc2c1CCCC2 | -0.38 | -8 | nt | 0.04 | 6 | nt | nt | nt | nt
COc1ccc(N2C(=O)CC(N3CCC(n4c(=O)[nH]c5ccccc54)CC3)C2=O)cc1 (configuration not stated) | -0.26 | 2 | -3 | 0.29 | 1 | -5 | 1.1 | -5 | -9
CCC1(CC)C(=O)NC(=NCCc2c[nH]c3ccccc23)NC1=O | -2.2 | -2 | 23 | 1.1 | 1 | 7 | 0.8 | 27 | 16
OC(COCc1ccc(Cl)cc1)CN1CC=C(c2ccccc2)CC1 (configuration not stated) | -0.021 | nt | 63* | -0.01 | nt | 24 | 0.9 | 15 | 9
O=P(C(=Nc1ccc(Cl)cc1)N1CCOCC1)(N1CCOCC1)N1CCOCC1 | -0.56 | -8 | nt | 1.6 | 2 | nt | nt | nt | nt
CCN(CC)CCCN=Cc1c(O)n(CCc2ccc(F)cc2)c(=O)[nH]c1=O | -0.53 | -2 | 6 | 0.61 | 1 | 4 | 1 | 6 | 1
CCC(=Nc1cc(OC)ccc1OC)c1c(O)[nH]c(=O)[nH]c1=O | 0.047 | 3 | -1 | 0.07 | -1 | -4 | 1.1 | 0 | -10
CCN(CC)C1=NC(=[N+](CC)CC)c2ccccc21 | -3* | -4 | 0 | 0.32 | 8 | 7 | 0.7 | 10 | 31
CCN(CC)CCCN=C(C)c1c(O)n(C2CCCCC2)c(=O)[nH]c1=O | 0.71 | 2 | -1 | 0.76 | -4 | 0 | 0.9 | 6 | 15
Cc1ccccc1-c1nc(CS(=O)CC(=O)N2CCC3(CC2)OCCO3)c(C)o1 (configuration not stated) | -0.64 | 3 | -5 | 0.3 | -5 | 12 | 1 | 8 | 2
CCOC(=O)c1cc(C(O)(C(=O)OC)C(F)(F)F)c(/N=C/N(C)C)o1 (configuration not stated) | 1.4 | -2 | -8 | 0.08 | 0 | -1 | 0.8 | -3 | 25
CCCCn1c(O)c(C=NCCCN(CC)CC)c(=O)[nH]c1=O | -0.021 | 0 | 5 | -0.16 | -3 | 0 | 1 | 46* | -2

Two neighbouring entries already listed:
Molecule | DAT uptake mod | PTPN22 inh 2 | PostGolgi yeast | Pyk2 oligo antag | PTPN22 act | E coli WT exp | CYP2C9 act | PostGolgi ctrl | CYP2C9 inhib
Oc1cccc(/C=N/NP(=S)(c2ccccc2)c2ccccc2)c1 | -0.44 | 1 | -9 | 0.35 | -4 | 11 | 0 | 17 | 99*
O=C(Cc1ccccc1)N1CCN(CC2CC3C=CC2C3)CC1 (configuration not stated) | 0.45 | 13 | nt | 0.92 | -17 | nt | nt | nt | nt

Going on with the list.
Molecule | DAT uptake mod | PTPN22 inh 2 | PostGolgi yeast | Pyk2 oligo antag | PTPN22 act | E coli WT exp | CYP2C9 act | PostGolgi ctrl | CYP2C9 inhib
C=COCCn1c(C)c(C(=O)OCC)c2cc(O)ccc21 | -0.48 | -4 | -1 | 0.22 | 3 | -5 | 0.3 | 18 | 71*
COc1ccc(NC(=O)CN2C3CCC2CC(O)(c2cccnc2)C3)cc1OC (configuration not stated) | 0.18 | 1 | -3 | -0.23 | -2 | -4 | 0.9 | 3 | 8
CCOC(=O)c1cc(C)n(CCc2cnc[nH]2)c1C | -0.55 | nt | 3 | 0.81 | nt | 14 | 0 | -2 | 99*
O=C1C(=O)c2ccccc2-c2ccccc21 | -1.1 | 6 | 7 | nt | -6 | 30 | 0.1 | 38* | 93*
O=C(c1ccccc1F)c1cn(CC(=O)N2CCCC2)c2ccccc12 | 0.033 | -2 | -5 | 0.07 | 5 | 0 | 0.9 | -2 | 15
COc1cc(CN2C(=O)NC(=O)C3(Cc4cc(C)ccc4N(C)C3)C2=O)cc(OC)c1 (configuration not stated) | 0.78 | nt | 5 | -0.7 | nt | -1 | 0.5 | 10 | 48
CCOC(=O)C(O)(c1ccc(N(CC)C(=O)OC)cc1)C(F)(F)F (configuration not stated) | -0.041 | 4 | -11 | 0.96 | -9 | 2 | 0.3 | 2 | 69*
O=C1CC(C(=O)N2CCC3(CC2)OCCO3)CN1CCc1ccccc1 (configuration not stated) | 0.24 | 2 | -4 | -0.62 | -4 | 2 | 1 | 32* | 1

The list is partial. The share of hits here may be higher or lower than overall.
